Compound activity: PubChem, NCI
NCI-60 one-dose screen, 48 h, at 10 µM unless noted. Numbers give growth in % (100 = growth as untreated, 0 = no growth, -100 = all killed).
IGROV1 = IGROV1 ovarian cancer | 4.7% of 79,000 active
NCI-H23 = NCI-H23 lung cancer | AID 1794731 | 4% of 80,000 active
OVCAR-4 = OVCAR-4 ovarian cancer cells; 3.7% of 80,000 active
NCI/ADR-RES = NCI/ADR-RES ovarian cells; 4.4% of 81,000 active
NCI-H522 = NCI-H522 lung cancer | AID 1794739 | 8% of 78,000 active
OVCAR-5 = OVCAR-5 ovarian cancer; 2.9% of 82,000 active
SK-OV-3 = SK-OV-3 ovarian cancer cells. 3.2% of 80,000 active. AID 1794785
OVCAR-8 = OVCAR-8 ovarian cancer; 4.4% of 81,000 active; AID 1794782
OVCAR-3 = OVCAR-3 ovarian cancer | 7% of 79,000 active
* marks the source's active call; other numbers are inactive results; · = no result given; & = joins results of further samples. How the source made its calls: active means growth percent below 10; inactive means the rest.

SMILES	IGROV1	NCI-H23	OVCAR-4	NCI/ADR-RES	NCI-H522	OVCAR-5	SK-OV-3	OVCAR-8	OVCAR-3
COc1ccc(/C(N)=N/C(N)=N/c2nc(-c3ccccc3)cs2)cc1	85	78	79	85	83	98	98	95	107
NC(=O)c1c(NC(=O)CSc2ccccc2)sc2c1CCC2	69	94	108	90	78	72	110	99	85
CC(C1=C(CN(CCc2ccccc2)C(=O)Cc2cn(-c3ccccc3)nc2-c2ccc(Cl)cc2)Cc2ccccc21)c1ccccn1 (centres undefined)	77	82	79	85	69	91	79	98	92
COc1ccc2c(c1)/C(=C\c1c(-c3ccc(C)cc3)nc3ccccn13)C(=O)N2	62	90	112	84	68	79	95	78	88
COc1ccc(-c2ccc(NC(=O)Nc3cccc(OC)c3)c(C)n2)cc1	122	93	101	90	68	110	93	106	102
Cc1ccc2c(c1)C(=O)/C(=C/c1ccc([N+](=O)[O-])cc1)S2	64	·	83	95	82	83	87	105	103
CSc1ccc(C(=O)Nc2ccc3nnn(/C(C#N)=C/c4ccccn4)c3c2)cc1	-45*	-78*	37	11	-85*	-77*	64	10	-31*
Cc1cc(=O)n2c(-c3ccccn3)nc3c4ccccc4ccc3n12	109	107	98	103	87	93	104	93	·
C#C[C@]1(O)CC[C@H]2[C@@H]3CC=C4c5sc(C)nc5CC[C@]4(C)[C@H]3CC[C@@]21C	112	99	102	95	90	95	109	97	·
O=C1C=CC(=O)N1Nc1ccccc1	109	89	98	100	79	89	100	98	110
O=C(Nc1cc(C(F)(F)F)cc(C(F)(F)F)c1)Nc1ccc(OCc2nnc(-c3ccc(Cl)cc3)o2)c(F)c1	33	-6.0*	24	4.9*	-23*	-5.1*	5.5*	11	16
C=CCn1c(SCC(=O)Nc2ccc(C(=O)/C=C/c3ccc(Cl)cc3)cc2)nnc1-c1cc(-c2ccc(Cl)cc2)nc2ccccc12	74	104	98	103	89	109	86	96	106
Cc1cccc(C)c1NC(=O)Nc1ccccc1	71	88	77	97	49	72	102	85	115
NCCCNc1nc2ccccc2c2c(=O)c3cc(F)cc(F)c3sc12	78	84	-62*	84	93	51	84	70	90
CCN1CCN(c2ccc(NC(=O)Nc3ccc4c(c3)CCN4c3ccnc(C(=O)NC)c3)cc2C(F)(F)F)CC1	103	91	96	99	103	96	115	101	·
CCc1cc(O)cc(C)c1Cl	139	96	116	101	97	108	113	102	111
COc1ccc(-n2c(COc3ccc(F)cc3)n[nH]c2=S)cc1	96	112	105	103	90	110	109	112	103
CCN(CC)CCOC(=O)c1ccc(NC(=O)Nc2cccc(Cl)c2)cc1	105	96	107	98	87	105	102	98	98
CC(=O)O[C@]1(C(C)=O)CC[C@H]2[C@@H]3C[C@H](C)C4=CC(=O)NCC[C@]4(C)[C@H]3CC[C@@]21C	·	101	98	91	87	100	89	102	110
CCOC(=O)C1C(C)NC(C)C(C(=O)OCC)C1C (centres undefined)	95	119	89	116	106	108	115	103	106
COc1ccc(C(=O)/C=C/c2ccc(/C=C/c3cc(OC)c(OC)c(OC)c3)cc2)cc1	6.7*	44	66	50	5.5*	117	102	28	41
O=S(=O)(Nc1cc(Cl)c(F)c(Cl)c1)c1ccc(-c2cnc(C3CC3)o2)cc1	43	45	58	27	33	48	73	44	15
Nc1ncnc2c1ncn2CCO	103	102	110	101	99	102	106	101	·
COc1cc2c(cc1O)CC[C@@H]1[C@@H]2CC[C@]2(C)[C@@H](OCCN(C)C)CC[C@@H]12	73	42	47	18	18	79	63	66	13
CC(=O)c1cc2c(N)c(C(=O)Nc3cccc4ccncc34)sc2nc1C	101	102	110	108	96	106	93	108	103

Next part:
SMILES	IGROV1	NCI-H23	OVCAR-4	NCI/ADR-RES	NCI-H522	OVCAR-5	SK-OV-3	OVCAR-8	OVCAR-3
CC1=CC(=O)C2=C(C)CC(OC(=O)c3ccccc3)[C@@H]3[C@H](OC(=O)[C@@H]3C)[C@@H]12 (some centres undefined)	101	103	99	105	85	101	107	101	109
O=C1C(Cl)=C(Nc2ccc(S(=O)(=O)N3CCOCC3)cc2)C(=O)c2ccccc21	63	83	86	90	21	38	81	70	73
Nc1nc(Cl)c(C=O)c(N2CCOCC2)n1	110	100	114	100	110	97	114	106	106
O=C1c2ccccc2C(=O)c2cc3c(cc21)CCCC3	95	71	85	101	89	121	85	96	107
Nc1nc(Cn2c(-c3nonc3N)nc3ccccc32)nc(N2CCCCC2)n1	·	91	107	83	72	109	79	93	96
COC(=O)CC1Oc2ccc(F)cc2-c2nc(C)ncc21 (centres undefined)	101	100	100	96	95	97	104	101	·
Cc1cc(C)n(C(=O)CSc2nnc3sc4ccccc4n23)n1	114	106	103	113	103	94	103	110	110
COc1ccc(CN2C(=O)C(=Nc3cc(OC)c(OC)c(OC)c3)c3cc(OC)ccc32)cc1	89	84	83	80	55	91	·	93	84
CN1C=C/C(=C/[N+](=O)[O-])N(C)C1=O	105	97	106	104	·	112	111	104	104
O=C(NCCNC(c1ccccc1)C(NCCNC(=O)c1ccccc1)c1ccccc1)c1ccccc1 (centres undefined)	82	83	91	77	69	84	100	79	116
COc1ccc(N=N/N=c2\sc3cc(OC)ccc3n2C)cc1	92	80	108	109	74	99	86	75	98
N#Cc1nc(-c2ccc(F)cc2)oc1S(=O)(=O)N1CCOCC1	78	70	61	91	-34*	101	99	63	-88*
Cc1cc(O)c2c(c1)C(=O)c1cc(O)cc(O)c1C2=O	101&66	92&71	69&55	101&92	79&61	96&68	85&102	93	96&84
O=C(Nc1ncnc2nc[nH]c12)c1ccco1	107	106	111	110	93	110	99	97	107
CCC(C)C1NC(=O)c2nc(oc2-c2ccccc2)-c2csc(n2)-c2csc(n2)-c2nc(oc2C)-c2coc(n2)CNC(=O)C(C(C)CC)NC1=O (centres undefined)	-71*	-68*	-81*	12	-75*	-86*	-89*	-62*	-88*
C=CCSCC1Nc2cc(Cl)c(S(N)(=O)=O)cc2S(=O)(=O)N1 (centres undefined)	107	102	115	109	101	·	104	106	115
Cc1ccc2nc(-c3ccc(N)c(S(=O)(=O)O)c3)sc2c1	90	98	109	105	91	99	98	102	107
CC1=C(C(=O)OCc2ccccc2)C(c2cccc(C#N)c2)C(C(=O)OCc2ccccc2)=C(C)N1	54	77	67	54	54	80	119	58	76
S=c1[nH]nc(-c2cc(-c3cccnc3)n(-c3ccccc3)n2)o1	89	97	·	100	91	113	102	108	113
Cc1ccc(-n2cc(/C=N/NC(=O)c3ccccc3)c(-c3ccc(S(C)(=O)=O)cc3)n2)cc1	96	96	96	84	86	105	103	92	102
CCN(Cc1ccccc1)N=Nc1ccccc1	111	102	115	112	104	113	102	97	115
CN1CCN(CCCOc2ccc3ncnc(Nc4ccc(OCc5cccc(F)c5)c(Cl)c4)c3c2)CC1	-35*	55	-20*	18	-43*	-59*	12	·	-6.3*
CC(C)[C@@H](C)/C=C/[C@@H](C)[C@H]1CCC2=C3CCC4=CC(=O)C=C[C@]4(C)[C@H]3CC[C@@]21C	115	100	105	106	84	89	87	98	113
CCCCCCCCOC(=O)Nc1ccccc1	97	97	108	99	96	102	·	100	119
CCOc1ccc(NC(=O)CC(C)O)cc1 (centres undefined)	93	97	98	98	·	118	105	102	106

(next part)
SMILES	IGROV1	NCI-H23	OVCAR-4	NCI/ADR-RES	NCI-H522	OVCAR-5	SK-OV-3	OVCAR-8	OVCAR-3
CC(C)NCCCNCC(=O)Nc1ccc(S(=O)(=O)c2ccc(NC(=O)CNCCCNC(C)C)cc2)cc1	101	105	105	106	85	106	84	93	103
C[C@]12C=CC(=O)C=C1[C@@H](F)C[C@@H]1[C@@H]2[C@@H](O)C[C@@]2(C)[C@H]1CC[C@]2(O)C(=O)CO	·	106	106	92	118	77	71	84	96
O=C(CN1CCN(Cc2c[nH]c3ccccc23)C(=O)c2ccccc2C1=O)NC12CC3CC(CC(C3)C1)C2	99	92	102	87	81	101	94	86	93
NC(=O)c1ccc2c(c1)OCO2	·	89	103	97	92	113	130	108	107
O=C(NC1CCN(Cc2ccccc2)CC1)c1cc(-c2ccncc2)nc2ccc(Cl)cc12	32	38	28	11	29	75	53	18	15
c1ccc(CC2=Nc3ccccc3N3CNN=C23)cc1	103	87	·	98	101	107	109	97	105
CC(=O)c1c(C)n(CCO)c2c1c(C)nc1ccccc12	102	99	97	106	92	104	98	114	95
COc1cc(C2CC(=O)NC3=NC(=O)N(c4ccccc4)C32)cc(OC)c1OC (centres undefined)	109	96	114	105	62	92	93	89	109
O=C(/C=C/c1ccccc1)c1ccc(N=Cc2ccccc2)cc1	92	91	99	98	80	110	121	95	83
Cc1ccc(C(=O)Nc2c(C)cccc2C)cc1	107	97	96	100	96	103	107	103	114
CN1CCN(c2nc(SCc3ccc(F)cc3)nc(-c3ccc(F)cc3)c2C#N)CC1	83	78	76	57	76	83	45	68	84
O=c1cnn(C2OC(COP(=O)(O)O)C(O)C2O)c(=O)[nH]1 (centres undefined)	65	107	89	86	·	77	94	52	114
CC12OC(c3ccccc3)C(C)(C1=O)C(c1ccccc1)=C2c1ccccc1 (centres undefined)	77	47	51	71	81	95	85	83	59
COc1ccc(N=Cc2c(O)ccc3c2oc2cc(Cl)c(O)c(Cl)c23)cc1	62	94	98	84	68	102	104	94	117
O=C(Nc1ccncc1)c1ccc(-n2c(=O)[nH]c3ccccc3c2=O)cc1	107	80	93	103	85	100	99	96	113
Cc1ccc(-c2c3c(N)nc(-c4cccnc4)nc3nc3c2c(C)nn3-c2ccccc2)cc1	103	98	51	90	·	91	66	82	104
CCOC(=O)c1ccc2c(c1)nc(NS(=O)(=O)c1ccc(C(F)(F)F)cc1)n2CCCOC(C)C	90	95	76	93	88	107	100	93	96
NNc1ccc2ccccc2c1	103&83	94&88	88&90	101&97	99&79	93&92	91&76	96&98	100&92
CC1NC(=S)NC(=O)/C1=C/c1cc(=O)oc2c1ccc1ccccc12 (centres undefined)	92	94	96	93	74	105	94	88	100
C=C1C2CC[C@@]3(CC[C@@H]4[C@@]5(C)CCC[C@@]4(C=[N+](CCO)C5)[C@@H]3C2)[C@@H]1O	93	97	112	101	87	95	106	104	102
O=C(N/N=C\c1ccc([N+](=O)[O-])cc1)C(=O)N/N=C\c1ccc([N+](=O)[O-])cc1	91	107	·	104	83	104	96	102	110
COc1cnc2c(c1)C(=O)c1c-2n(CCCN2CCC[C@H]2CO)c(=O)c2cc(OC)c(OC)cc12	71	53	65	50	29	113	59	46	87
N#CC1(C#N)C(/C=C/c2ccccc2)OC23CCCCC2C1(C#N)C(=N)O3 (centres undefined)	98	98	104	107	89	105	99	98	116
CC(=O)Nc1c(OC(C)=O)ccc2cc(Br)ccc12	111	89	103	97	101	97	96	91	103
Cc1ccc2c(c1)C(N1CCCC1=O)CCN2Cc1cc2ccccc2[nH]c1=O (centres undefined)	83	83	81	88	74	86	86	109	96

Carrying on.
SMILES	IGROV1	NCI-H23	OVCAR-4	NCI/ADR-RES	NCI-H522	OVCAR-5	SK-OV-3	OVCAR-8	OVCAR-3
CCn1cc(C(=O)O)c(=O)c2cc(F)c(N3CCN(CC(=O)Nc4ccc(Cl)cc4)C(C)C3)c(F)c21 (centres undefined)	99	92	78	92	91	101	90	93	103
CC(C)c1cc(C(C)(C)C)c(O)c(C(C)(C)C)c1	94	102	107	100	97	105	105	92	117
COC(=O)C(CC=O)C(=O)C(=O)Nc1cccc(C(F)(F)F)c1 (centres undefined)	102	101	105	107	87	112	93	90	106
O=C1NC(=O)c2cc(Br)ccc21	101	97	102	97	91	99	92	107	108
Cc1ccc2nc3ccccc3c(NCc3ccccc3)c2c1	16	36	33	30	37	40	64	34	66
CC(C)[C@@H](C(=O)N(C(=O)NC1CCCCC1)C1CCCCC1)N1C(=O)c2ccccc2C1=O	91	85	92	87	55	95	62	95	113
Nc1ncnc2c1ncn2[C@@H]1O[C@H](C[C@H](N)CCC[C@H](N)C(=O)O)[C@@H](O)[C@H]1O	107	99	109	102	88	108	116	104	113
O=C(NCCCl)Nc1ncccc1OCc1ccc(Cl)cc1	99	103	97	105	83	93	119	111	101
CN(C)CCOc1cccc(NC2=C(Cl)C(=O)C(Nc3cccc(OCCN(C)C)c3)=C(Cl)C2=O)c1	-77*	-59*	-100*	57	-91*	-54*	95	-95*	-97*
O=C1N/C(=N/c2nc(-c3ccccc3Cl)cc(-c3ccc(Cl)cc3Cl)n2)S/C1=C/c1ccc(Cl)cc1	82	76	82	90	82	102	99	92	89
